ELG1 genotoxic = genotoxicity induction in ELG1-luciferase HEK293T cells; HEK293T ELG1-luciferase reporter, luminescence, 16 h; Potency, µM (series often up to 46 µM), for inactives: at the highest dose activity change, positive = activation, hits mostly activators; 330,000 compounds, 1.3% hits; AID 504466; also: potency is read from the fitted curve at half-maximal effect; % of control where 0% means no effect; nearly all actives have a fitted effect of over 60% in size
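DMSO vehicle served as control against compound-treated ELG1-luciferase HEK293T cells; exposure lasted 16 hr at 37 °C and 5% CO2, followed by ONE-Glo luminescence detection after 30 min.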
Giardia kill = Giardia lamblia killing; Giardia lamblia trophozoite viability; 340,000 compounds, 0.15% hits; AID 540267; activity change, % at 7.66 µM, hits read low; in the data active = activity change below about -80%; inconclusive = between about -30% and that limit;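 also: parasites exposed to compound for two days anaerobically before the ATP read; % is scaled to controls: 0 for no effect and ±100 for the full control effect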
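Giardia lamblia trophozoites (100 cells/well) were incubated with compounds for 48 h at 37 deg C under anaerobic conditions. Viability was read as ATP content by one-step luminescence after 15-30 min at room temperature.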
RORgamma inh = ROR gamma (mouse) transcription inhibition | Drosophila S2 Gal4-RORgamma UAS-luciferase reporter, 20 h | Potency, µM (titrated, usually from 53.6 µM), for inactives: at the top dose activity change, negative = inhibition, usual class: inhibitors | 310,000 compounds, 5.4% hits; also: potency is read from the fitted curve at half-maximal effect; % is scaled to controls: 0 for no effect and ±100 for the full control effect; nearly all actives have a fitted effect of over 60% in size
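ROR gamma transcriptional activity was tracked as Gal4-UAS luciferase output in stably transfected Drosophila Schneider cells, with compound added 1 hr before 700 uM copper sulfate induction and a 20 hr ambient-temperature incubation.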
Menin MLL FP TR = inhibitors of human menin-MLL interaction, mutant MLL peptide. Menin + Texas Red MLL mutant peptide, fluorescence polarization. O00255. Potency, µM (top dose mostly 61.6 µM), for inactives: top-dose FP activity change, negative = inhibition, actives largely listed as inhibitors. 270,000 compounds, 0.23% hits; active = well fitted inhibition curve with a large enough effect in the polarisation, with a control signal flat, not every such curve was filed as active; inconclusive = small, poorly fitted or top-dose-only effect, or effect the other way, or a change in a side signal; inactive = no such curve, though single readings can be large or run the other way; the % refers to the polarisation; also: potency is read from the fitted curve at half-maximal effect; % of control where 0% means no effect; many of its hits are not listed in these tables
Rab9 promoter act = activates the Rab9 promoter | AID 485297 | 320,000 compounds, 2.8% hits | Potency, µM (top dose mostly 9.22 µM), without a hit: top-dose activation, negative = inhibition, hits mostly activators | Huh7 Rab9 promoter-luciferase reporter, luminescence, 24 h; also: potency is read from the fitted curve at half-maximal effect; % of control where 0% means no effect; nearly all actives have a fitted effect of over 60% in size
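Stable Rab9-luc Huh7, 1500 cells/well, 2 h settle; cmpd in DMSO, 24 h, 37 °C/5% CO2; luciferase reagent 10 min RT; luminescence.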
FLuc counter = inhibits or activates purified firefly luciferase, miR-21 counter-screen. purified FLuc, Km substrates, luminescence inhibition. 360,000 compounds, 6.9% hits. Potency, µM (doses to about 57.5 µM), for inactives: at the highest dose activity change, negative = inhibition, most hits filed as inhibitors;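 also: potency is read from the fitted curve at half-maximal effect; plate controls were vehicle for no effect and reference inhibitor for full effect; nearly all actives have a fitted effect of over 55% in size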
Target sequence (P08659 whole entry, looked up): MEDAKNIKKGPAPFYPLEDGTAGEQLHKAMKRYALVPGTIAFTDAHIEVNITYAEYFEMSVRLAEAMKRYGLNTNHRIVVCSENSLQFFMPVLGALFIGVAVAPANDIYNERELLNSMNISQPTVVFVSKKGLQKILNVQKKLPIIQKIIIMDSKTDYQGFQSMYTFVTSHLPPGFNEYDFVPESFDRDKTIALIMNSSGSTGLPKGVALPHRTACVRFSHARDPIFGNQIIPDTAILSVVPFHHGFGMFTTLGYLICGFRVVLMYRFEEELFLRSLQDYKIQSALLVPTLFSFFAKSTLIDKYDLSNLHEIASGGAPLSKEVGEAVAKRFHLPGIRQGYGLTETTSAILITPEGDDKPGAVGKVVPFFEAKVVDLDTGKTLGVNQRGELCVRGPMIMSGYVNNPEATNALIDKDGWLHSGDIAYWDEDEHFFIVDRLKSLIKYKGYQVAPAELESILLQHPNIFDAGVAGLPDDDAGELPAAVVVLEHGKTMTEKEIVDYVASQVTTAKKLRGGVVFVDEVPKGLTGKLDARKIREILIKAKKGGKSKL
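Purified P. pyralis luciferase, 10 nM final, with Km-level 10 uM D-luciferin and 10 uM ATP in 50 mM Tris acetate pH 7.5, 10 mM Mg acetate, 0.01% Tween-20, 0.05% BSA; 6-point qHTS titration about 60 µM downward; luminescence read.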
p53 reactivator = re-activators of mutant p53; H1299 p53-A138V BP100-luciferase reporter, luminescence, 24 h; AID 504706; Potency, µM (series often up to 92.2 µM), inactives show top-dose activity change, positive = activation, actives largely listed as activators; 320,000 compounds, 0.063% hits; also: potency is read from the fitted curve at half-maximal effect; % of control where 0% means no effect; nearly all actives have a fitted effect of over 45% in size
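p53-null H1299 cells stably carrying temperature-sensitive p53-A138V and a BP100-luciferase reporter were pinned with compounds (4-point, 1:5 series) and held 24 hrs at 37 deg C. Luminescence was read 10 min after detection reagent.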
NPC1 promoter act = NPC1 promoter activation | Huh7 NPC1 promoter luciferase reporter, 24 h | Potency, µM (doses to about 9.22 µM), for the others: at the highest dose activation, usual class: activators | 320,000 compounds, 2.4% hits | AID 485313;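 also: potency is read from the fitted curve at half-maximal effect; % of control where 0% means no effect; nearly all actives have a fitted effect of over 60% in size; reporter is driven by a mutant NPC1 promoter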
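Readout is luciferase luminescence, reflecting NPC1 promoter activation in stably transfected Huh7 cells after 24 h compound exposure at 37 °C in reduced-serum medium with 10% FBS.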
PKM2 act = activators of human pyruvate kinase M2. purified PKM2, Kinase-Glo ATP luminescence, activation; response scale: 0% is enzyme alone, no compound. P14618. Potency, µM (series often up to 57.5 µM), inactives show at the top dose activation, usual class: activators. 260,000 compounds, 0.34% hits; also: potency is read from the fitted curve at half-maximal effect; % is scaled to controls: 0 for no effect and ±100 for the full control effect; nearly all actives have a fitted effect of over 55% in size
Target sequence (P14618 whole entry, looked up): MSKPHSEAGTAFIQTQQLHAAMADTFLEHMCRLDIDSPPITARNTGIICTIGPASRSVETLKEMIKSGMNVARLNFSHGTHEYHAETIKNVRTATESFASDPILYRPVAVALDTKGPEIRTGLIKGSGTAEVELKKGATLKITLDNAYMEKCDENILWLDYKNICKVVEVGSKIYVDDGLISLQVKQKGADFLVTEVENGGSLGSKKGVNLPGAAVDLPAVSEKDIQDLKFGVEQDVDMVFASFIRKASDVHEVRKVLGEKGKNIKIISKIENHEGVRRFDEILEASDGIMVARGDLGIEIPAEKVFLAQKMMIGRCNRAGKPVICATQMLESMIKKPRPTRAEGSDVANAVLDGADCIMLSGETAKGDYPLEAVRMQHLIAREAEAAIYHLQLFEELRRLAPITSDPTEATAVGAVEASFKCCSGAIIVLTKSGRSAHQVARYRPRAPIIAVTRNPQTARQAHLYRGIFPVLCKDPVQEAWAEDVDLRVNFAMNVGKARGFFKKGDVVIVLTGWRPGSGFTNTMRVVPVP
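hPK-M2, >95% pure; 0.1 mM ADP / 0.5 mM PEP final; imidazole pH7.2 buffer w/ 7 mM MgCl2, 50 mM KCl; 1 h RT; Kinase-Glo lum. Intermediate enzyme activity for dual inhibitor/activator qHTS.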
BRCA1 expr up = increases BRCA1 expression. MCF7-BRCA1-FFLuc reporter, luminescence, 48 h; response scale: scaled: vehicle 0%, 10 µM genistein 100%. Potency, µM (titrated, usually from 46.1 µM), inactives show top-dose activation, hits mostly activators. 380,000 compounds, 1.1% hits; also: potency is read from the fitted curve at half-maximal effect; nearly all actives have a fitted effect of over 80% in size; some results filed as inactive show a strong effect at the top dose
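48 h compound treatment of MCF7-BRCA1-FFLuc cells (phenol-red free MEM, 37 °C), then 15 min with luciferase substrate and luminescence imaging.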
Gal4-VP16 FLuc = Gal4-VP16 reporter inhibition counter-screen | Potency, µM (highest dose often 53.6 µM), for inactives: top-dose activity, negative = inhibition, usual class: inhibitors | Drosophila S2 Gal4-VP16 UAS-luciferase, luminescence, 20 h | AID 2546 | 310,000 compounds, 3.5% hits;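 also: Gal4-VP16 expression switched on by copper sulfate through the metallothionein promoter; potency is read from the fitted curve at half-maximal effect; % is scaled to controls: 0 for no effect and ±100 for the full control effect; nearly all actives have a fitted effect of over 50% in size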
Numbers without * were called inactive; & = joins results of further samples; [ ] = another dose, or the depositor's remark. Unless noted, calls follow the shape of the dose curve; as a rule, active = well fitted curve in the direction sought with a large enough effect; inconclusive = small, poorly fitted or top-dose-only effect, or another doubt; inactive = no such curve, though single readings can be large; an effect the other way counts as inactive or inconclusive. Not all compounds are listed, so the mix of outcomes need not match the whole.

CC(=O)N1CC=CC1(C)C(=O)NCc1cc(F)cc(C(F)(F)F)c1 (stereo not drawn) was read as ELG1 genotoxic 1%, Giardia kill 27, RORgamma inh 34%&11%, Menin MLL FP TR 5%&9%, Rab9 promoter act -1%, FLuc counter 3%, p53 reactivator -3%, NPC1 promoter act 5%, PKM2 act -9%&1%, BRCA1 expr up 8% and Gal4-VP16 FLuc -7%&-1%.
CCOC(=O)C1(Cc2cccc(OC)c2)CCN(C/C=C/c2ccc(OC)cc2)CC1 was read as ELG1 genotoxic -7%, Giardia kill 18, RORgamma inh -27%, Menin MLL FP TR inconclusive, Rab9 promoter act 0%, FLuc counter -3%, p53 reactivator 2%, NPC1 promoter act 1%, PKM2 act 0%, BRCA1 expr up -23% and Gal4-VP16 FLuc inconclusive.
Screening CN(C)CCN(C(=O)c1ccc(S(=O)(=O)N2CCCC2)cc1)c1nc2ccc(Br)cc2s1 returned ELG1 genotoxic 9%, Giardia kill 6, RORgamma inh -3%, Rab9 promoter act 19%, FLuc counter 3%, p53 reactivator 14%, NPC1 promoter act 4%, PKM2 act 3%, BRCA1 expr up 70% and Gal4-VP16 FLuc 5%.
Cc1oc(-c2ccc(Cl)cc2)cc1-c1nn2c(-c3ccoc3C)nnc2s1 was read as ELG1 genotoxic -1%, Giardia kill 4, RORgamma inh 38%, Menin MLL FP TR inconclusive, Rab9 promoter act 1%, FLuc counter 0%, p53 reactivator 10%, NPC1 promoter act 9%, PKM2 act 1%, BRCA1 expr up -55% and Gal4-VP16 FLuc inconclusive.
Screening CCOC(=O)c1sc(N=NC2=C(O)CCCC2=O)c(C(=O)OCC)c1C returned ELG1 genotoxic 8%, Giardia kill -19, RORgamma inh -11%, Menin MLL FP TR inconclusive, Rab9 promoter act 22%, FLuc counter -15%, p53 reactivator 13%, NPC1 promoter act 18%, PKM2 act 9%, BRCA1 expr up 41% and Gal4-VP16 FLuc -14%.
For CCOC(=O)c1c(C)nc2ccc(C)cn12 the results were ELG1 genotoxic -1%, Giardia kill -13, RORgamma inh -41%, Menin MLL FP TR 9%, Rab9 promoter act 2%, FLuc counter 3%, p53 reactivator -1%, NPC1 promoter act 2%, PKM2 act -1%, BRCA1 expr up 6% and Gal4-VP16 FLuc 0%.
`CCOn1c(=O)c(-c2ccc(C)cc2)[n+]([O-])c2ccccc21` gave ELG1 genotoxic -2%, Giardia kill -23, RORgamma inh -5%, Menin MLL FP TR 35%[activator], Rab9 promoter act -7%, FLuc counter -3%, p53 reactivator 1%, NPC1 promoter act 0%, BRCA1 expr up -12% and Gal4-VP16 FLuc -10%.
For S=C1NC2(CCCC2)N=C1c1ccccc1 the results were ELG1 genotoxic 3%, Giardia kill 19, RORgamma inh 5µM*, Menin MLL FP TR 1%, Rab9 promoter act -1%, FLuc counter -13%, p53 reactivator 10%, NPC1 promoter act 6%, PKM2 act -1%, BRCA1 expr up 3% and Gal4-VP16 FLuc -3%[10 µM].
Nc1c(-c2cccs2)cnn1-c1nc(-c2ccc(Cl)cc2Cl)cs1 was read as ELG1 genotoxic 5%, Giardia kill 11, RORgamma inh inconclusive, Rab9 promoter act 0%, FLuc counter inconclusive, p53 reactivator -2%, NPC1 promoter act -2%, PKM2 act -1%, BRCA1 expr up -24% and Gal4-VP16 FLuc inconclusive.
For O=C(CSc1nnnn1Cc1ccccc1)Nc1ccc2c(c1)OCO2 the results were ELG1 genotoxic 8%, Giardia kill 9, RORgamma inh -2%, Menin MLL FP TR -5%, Rab9 promoter act 9%, FLuc counter -2%, p53 reactivator 26%, NPC1 promoter act 6%, PKM2 act -3%, BRCA1 expr up -53% and Gal4-VP16 FLuc -9%.
CCCn1cc(NC(=O)C2CC(c3cccc(Br)c3)=NO2)cn1 (stereo not drawn) was read as ELG1 genotoxic -2%, Giardia kill 8, RORgamma inh 13%, Menin MLL FP TR 6%, Rab9 promoter act 0%, FLuc counter 1%, p53 reactivator -13%, NPC1 promoter act -1%, PKM2 act -3%, BRCA1 expr up 8% and Gal4-VP16 FLuc 14%.
O=C(Nc1cccc(F)c1)C1CCN(C(=O)c2ccc(Cl)cc2)CC1 was read as ELG1 genotoxic -3%, Giardia kill 3, RORgamma inh 68%, Menin MLL FP TR 18%, Rab9 promoter act -9%, FLuc counter -1%, p53 reactivator -4%, NPC1 promoter act -5%, PKM2 act -1%, BRCA1 expr up -32% and Gal4-VP16 FLuc 18%.
For CCCC(=O)NC1=C(C#N)C2(CCCC2)Cc2ccccc21 the results were ELG1 genotoxic -4%, Giardia kill -5, RORgamma inh 13%, Menin MLL FP TR -21%, Rab9 promoter act -1%, FLuc counter -1%, p53 reactivator -12%, NPC1 promoter act -6%, PKM2 act -20%, BRCA1 expr up 3% and Gal4-VP16 FLuc inconclusive.
Cc1c(C2CC(=O)N(c3ccccc3)C2=O)[nH]n(-c2ccccc2)c1=O (stereo not drawn) was read as ELG1 genotoxic 2%, Giardia kill 17, RORgamma inh inconclusive, Menin MLL FP TR inconclusive, Rab9 promoter act 1%, FLuc counter -6%, p53 reactivator 12%, NPC1 promoter act -2%, PKM2 act -3%, BRCA1 expr up 1% and Gal4-VP16 FLuc 4%.
`CCC(C)c1ccc(NC(=O)c2[nH]c(C)c(C(C)=O)c2C)cc1` (stereo not drawn) gave ELG1 genotoxic 7%, Giardia kill -11, RORgamma inh inconclusive, Menin MLL FP TR 18%, Rab9 promoter act 15%, FLuc counter 19µM*, p53 reactivator 2%, NPC1 promoter act 25%, PKM2 act inconclusive, BRCA1 expr up -16% and Gal4-VP16 FLuc inconclusive.
Screening CC(c1nc2ccccc2n1Cc1ccccc1)N1CCCCC1 (stereo not drawn) returned ELG1 genotoxic -2%, Giardia kill -10, RORgamma inh 14µM*, Menin MLL FP TR inconclusive, Rab9 promoter act 0%, FLuc counter -1%, p53 reactivator -6%, NPC1 promoter act -1%, BRCA1 expr up -12% and Gal4-VP16 FLuc inconclusive.
NC(=O)COc1ccc2c3c(c(=O)oc2c1)CCCCC3 was read as ELG1 genotoxic 2%, Giardia kill -2, RORgamma inh 2%, Menin MLL FP TR 2%, Rab9 promoter act 10%, FLuc counter -14%, p53 reactivator -8%, NPC1 promoter act 7%, PKM2 act 1%, BRCA1 expr up 3% and Gal4-VP16 FLuc -10%.
CN(C)C(=O)c1ccc(-n2cnc3ccccc3c2=O)cc1 was read as ELG1 genotoxic 5%, Giardia kill 0, RORgamma inh 0%, Menin MLL FP TR -21%, Rab9 promoter act 13%, FLuc counter -2%, p53 reactivator -2%, NPC1 promoter act 7%, PKM2 act 11%, BRCA1 expr up 0% and Gal4-VP16 FLuc 2%.
For CN(C)/C=N/c1cnc(C(=O)c2ccc(Cl)cc2)n1C the results were ELG1 genotoxic 6.3µM*, Giardia kill 8, RORgamma inh inconclusive, Menin MLL FP TR -11%, Rab9 promoter act 1.8µM*, FLuc counter 11µM*, NPC1 promoter act 1.8µM*, PKM2 act 14%, BRCA1 expr up inconclusive and Gal4-VP16 FLuc -22%.
`CCOc1ccc(N(CC(=O)N2CCCC2)S(=O)(=O)c2ccc(Cl)cc2)cc1` gave ELG1 genotoxic 0%, Giardia kill -3, RORgamma inh -2%, Rab9 promoter act 6%, FLuc counter 2%, p53 reactivator -4%, NPC1 promoter act -2%, BRCA1 expr up -10% and Gal4-VP16 FLuc 8%.
`O=C(Nc1ccc(F)c(Cl)c1)Nn1cnnc1` gave ELG1 genotoxic 5%, RORgamma inh -3%, Rab9 promoter act -2%, FLuc counter -3%, p53 reactivator 9%, NPC1 promoter act -8%, PKM2 act -2% and Gal4-VP16 FLuc -10%.
CCN1CCN(C(=O)CCc2nnc(CCc3c[nH]c4ccccc34)o2)[C@@H](C)C1=O was read as ELG1 genotoxic 0%, Giardia kill 37[activator], RORgamma inh 12%, Menin MLL FP TR 4%, Rab9 promoter act -5%, FLuc counter -2%, p53 reactivator -1%, NPC1 promoter act 1%, BRCA1 expr up 6% and Gal4-VP16 FLuc 15%.
S=C1NCCOCCOCCOCCOCCNC(=S)N2CCOCCOCCN1CCOCC2 was read as ELG1 genotoxic 1%, Giardia kill -15, RORgamma inh -13%, Menin MLL FP TR 2%, Rab9 promoter act 0%, FLuc counter -1%, p53 reactivator 0%, NPC1 promoter act 0%, PKM2 act 0%, BRCA1 expr up 0% and Gal4-VP16 FLuc -9%.
For Cn1cnc([N+](=O)[O-])c1Sc1ncccc1N the results were ELG1 genotoxic 3%, Giardia kill 7, RORgamma inh inconclusive, Menin MLL FP TR -7%, Rab9 promoter act -6%, FLuc counter 0%, p53 reactivator 19%, NPC1 promoter act 4%, PKM2 act -10%, BRCA1 expr up 12% and Gal4-VP16 FLuc -11%.
Screening CS(=O)(=O)N1CCCC(C(=O)N2CCN(c3cccc(Cl)c3)CC2)C1 (stereo not drawn) returned ELG1 genotoxic -2%, Giardia kill inconclusive, RORgamma inh -17%, Menin MLL FP TR 13%, Rab9 promoter act 7%, FLuc counter 0%, p53 reactivator -3%, NPC1 promoter act -1%, PKM2 act 1%, BRCA1 expr up 6% and Gal4-VP16 FLuc -2%.

From PubChem
